High-throughput results as filed in PubChem.
S1P2 ag: S1P2 receptor agonists, primary screen, cell-based; Sphingosine 1-phosphate receptor 2 (Homo sapiens), O95136; S1P2-expressing cell line, agonist reporter read-out; activation, % at 4.5 µM; hit rate 0.46% among 97,000; AID 729, 2007; in the data active = activation above about 16%;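 note: 0% = vehicle low control and 100% = maximal reference agonist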
Target sequence (O95136 whole entry, looked up): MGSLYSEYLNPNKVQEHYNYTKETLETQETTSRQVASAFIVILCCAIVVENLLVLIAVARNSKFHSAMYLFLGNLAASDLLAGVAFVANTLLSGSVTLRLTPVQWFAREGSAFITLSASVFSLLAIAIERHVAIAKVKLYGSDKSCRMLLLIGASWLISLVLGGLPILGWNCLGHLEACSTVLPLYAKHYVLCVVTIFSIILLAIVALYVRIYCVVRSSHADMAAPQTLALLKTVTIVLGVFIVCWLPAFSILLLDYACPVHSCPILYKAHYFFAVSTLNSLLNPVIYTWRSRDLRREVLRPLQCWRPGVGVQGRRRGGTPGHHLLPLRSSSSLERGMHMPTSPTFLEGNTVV
HUVEC inhibit: inhibitors of HUVEC proliferation, primary screen, cell-based, 384-well | CellTiter-Glo luminescence, 72 h; hits give low values | viability, % at 10 µM (by protocol) | hit rate 1.1% among 86,000;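 active = viability at or below 30%; inactive = viability above 30%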;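 note: 100% = median luminescence of DMSO-only cell control wells on each plate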
PostGolgi ctrl: growth inhibition of yeast control strain, primary screen, counter-screen for post-Golgi transport modulator project; hit rate 5% among 98,000; inhibition, % at 10 µM; AID 738, 2007; efflux-deficient yeast background strain, growth absorbance A615, 16 h
S1P2 blocker: human S1P2 receptor antagonists, primary screen, cell-based; cell-based S1P2 antagonist assay, inhibition at 5 uM; inhibition, % at 5 µM; hit rate 0.21% among 97,000; in the data active = inhibition above about 45%;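 note: CRE beta-lactamase reporter cells expressing human S1P2 stimulated with S1P; 0% = agonist at EC80 alone and 100% = agonist plus reference antagonist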
PostGolgi yeast: phenotypic screen on post-Golgi transport, primary screen. post-Golgi transport phenotypic cell assay. inhibition, % at 10 µM. hit rate 0.9% among 98,000. AID 739, 2007;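 note: yeast cells grown in 1536-well plates; yeast grown about 18 h at 30C before absorbance read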
hDAT+cocaine: changed hDAT dopamine uptake under cocaine IC80, either direction, primary screen, cocaine antagonist project, cell-based, LLC-PK1 hDAT, [14C]-dopamine uptake, MLSMR; Sodium-dependent dopamine transporter (Homo sapiens), Q01959; AID 449768, 2010; B-score at 10 µM; LLC-PK1 hDAT cells, [14C]-dopamine uptake with cocaine IC80; actives deviate in either direction; hit rate 1.3% among 110,000;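 active = Z score or B-score, a plate-position-corrected score, falls beyond the plate's 99.7% confidence bounds, in either direction; inactive = both scores lie inside the 99.7% bounds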;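 note: scored against the spread of the other compound wells on the same plate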
Target sequence (Q01959 whole entry, looked up): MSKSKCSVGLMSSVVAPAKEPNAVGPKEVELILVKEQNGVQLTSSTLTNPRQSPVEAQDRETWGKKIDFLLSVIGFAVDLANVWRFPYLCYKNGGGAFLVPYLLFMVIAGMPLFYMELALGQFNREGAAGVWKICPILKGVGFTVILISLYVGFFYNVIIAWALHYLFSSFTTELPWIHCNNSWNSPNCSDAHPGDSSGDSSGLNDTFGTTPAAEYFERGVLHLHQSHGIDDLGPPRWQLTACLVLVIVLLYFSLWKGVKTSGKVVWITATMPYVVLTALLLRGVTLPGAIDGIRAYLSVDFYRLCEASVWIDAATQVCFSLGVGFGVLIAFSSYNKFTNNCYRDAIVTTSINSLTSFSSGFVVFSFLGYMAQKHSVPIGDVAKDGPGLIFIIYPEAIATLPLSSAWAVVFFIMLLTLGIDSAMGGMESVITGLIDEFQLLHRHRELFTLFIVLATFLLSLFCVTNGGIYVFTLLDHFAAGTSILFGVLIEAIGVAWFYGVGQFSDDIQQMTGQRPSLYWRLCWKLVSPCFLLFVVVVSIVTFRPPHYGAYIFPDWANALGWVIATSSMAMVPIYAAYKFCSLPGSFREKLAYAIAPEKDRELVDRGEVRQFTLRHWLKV
Lung fibro prol: antiproliferative effect on LL 47 fibroblasts – human, LL 47 cells, CellTiter-Glo luminescence, primary screen; LL 47 human lung fibroblast viability, ATP luminescence; hits give low values; viability, % at 10 µM; hit rate 1.1% among 85,000;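 active = viability at or below 50% in the single dose screen; inactive = viability above 50%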;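 note: compound exposure lasted 72 h before the ATP readout; 100% = median luminescence of untreated cell-only wells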
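Test system: LL 47 human lung fibroblasts; Quantity: 1,150 cells/well; Buffer or medium: IMEM plus 15% FBS; Dosing: tenfold compound dosing solution, DMSO at 0.1%; Timing: overnight cell rest, 72 h compound treatment at 37 °C; Detection: ATP-based CellTiter-Glo luminescent readout; Read-out basis: viability percentage against median untreated-cell control; Controls: cell-only wells, no compound.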
H69AR inhibit: proliferation blockers of H69AR lung cancer cells, primary screen, cell-based, human, 86K library. viability, % at 10 µM. H69AR lung tumor viability, ATP luminescence, 72 h; hits give low values. hit rate 6% among 85,000. AID 598, 2007;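 active = viability at or below 40%; inactive = viability above 40%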;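 note: multidrug resistant small cell line overexpressing MRP-1 efflux transporter; 100% = mean luminescence of untreated control wells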
E coli WT exp: growth inhibitors of wild-type E. coli, primary screen, strain BW25113, expanded library, OD600. AID 710, 2007. hit rate 0.15% among 98,000. OD600 absorbance. growth inhibition, % at 100 µM;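 active = growth inhibition above about 50% at one test dose, limit read from the data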;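 note: growth measured after 20 h incubation at 37 °C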
* hit, by the source's call; · = not tested or not shown. Cut-off read from the data, not from the text of the source, unless noted: active = inhibition above about 30%; inactive = the rest.

entry	SMILES	S1P2 ag	HUVEC inhibit	PostGolgi ctrl	S1P2 blocker	PostGolgi yeast	hDAT+cocaine	Lung fibro prol	H69AR inhibit	E coli WT exp
1	Cc1ccc(S(=O)(=O)NCCOc2nc(N(C)C)nc(N3CCOCC3)n2)cc1	-1	·	3	15	4	0.54	·	·	-6
2	CCOC(=O)c1cc2c(=O)n3cccc(C)c3nc2n(C)c1=N	·	88	2	·	3	·	77	66	17
3	c1ccc(-n2nnnc2-c2cnc(-c3cccnc3)nc2-c2cccs2)cc1	-5	104	·	-6	·	0.96	105	52	·
4	N#Cc1nc(-c2ccco2)oc1NCCc1ccccc1	-8	109	14	14	-3	0.43	98	82	22
5	COc1ccc(N2C(=O)NC3CC2(C)Oc2ccccc23)cc1OC (configuration not stated)	-6	96	8	-3	-3	-0.25	103	26*	3
6	CCOc1cc(CNc2ccc3[nH]c(=O)[nH]c3c2)ccc1OCC(=O)NC(C)(C)C	-1	80	-5	-4	-2	-1.4	99	51	8
7	C=COCCn1c(=N)n(CCC)c2ccccc21	-11	85	13	23	2	0.047	95	97	0
8	COC(=O)CSc1nc(C)c(Oc2ccccc2)c(=O)[nH]1	-3	95	6	-2	1	-0.23	100	90	-10
9	COC(=O)c1ccc2c(c1O)C(=O)c1ccccc1C2=O	0	·	83*	2	105*	-0.092	·	·	0
10	O=C(CSc1ccc2c(c1)OCCO2)Nc1ccc(Cl)cn1	-6	19*	3	10	-2	-0.93	92	99	-1
11	Cc1ccc(SCCNS(=O)(=O)c2ccc3c(c2)OCCO3)cc1	-6	96	46*	-12	0	1	100	102	-27
12	O=C(O)c1cc(Nc2nc(N3CCOCC3)nc(N3CCOCC3)n2)ccc1Cl	-2	87	8	7	0	-0.82	99	92	-17
13	CCOC(=O)C1=C(c2ccccc2)OC(N)=C(C#N)C1c1cccs1 (configuration not stated)	-8	·	6	3	22	-0.12	·	·	-4
14	O=c1ccc2cc(O)c(O)cc2o1	·	70	·	·	·	0.26	85	37*	·
15	CSc1nsc(/C=C/Nc2ccc(C)cc2)c1C#N	6	107	0	-34	12	0.63	95	90	-4
16	CCCc1[nH]nc2c1C(c1ccc(OC(=O)N3CCOCC3)cc1)C(C#N)=C(N)O2 (configuration not stated)	-1	·	-5	4	7	0.13	·	·	2
17	Cc1ccc(S(=O)(=O)N2CCCC2C(=O)OCc2ccco2)cc1 (configuration not stated)	-7	89	1	20	21	-0.53	102	69	13
18	COC(=O)[C@H](Cc1ccccc1)NC(=O)Nc1ccc(C)cc1	0	97	3	-7	4	0.29	93	82	7
19	CCNC(=S)NNC(=O)Cc1ccccc1	-6	·	8	34	-4	-0.98	·	·	0
20	COCC(C)NC(=O)c1cccc(Cl)c1 (configuration not stated)	-2	97	-10	9	-6	-0.84	101	92	-2
21	COc1ccc(-n2cnnc2SCC(=O)c2cc(C)n(Cc3cccs3)c2C)cc1	-4	101	11	9	-1	-1.2	98	91	-18
22	O=C(NCc1ccco1)c1cc(-c2ccc(Cl)cc2)on1	-6	·	2	8	-2	0.61	·	·	-4
23	CCNC(=O)Nn1c(-c2ccccc2)nc2ccccc2c1=O	-5	·	-16	-3	-3	-0.096	·	·	6
24	CCCCN(CC)S(=O)(=O)N1CCC(C(=O)NCc2ccc(F)cc2)CC1	1	93	26	-11	-1	0.97	106	86	11
25	Cc1ccc(-c2csc(NC(=O)c3cccc(S(=O)(=O)N4CCN(C)CC4)c3)n2)cc1	·	51	15	·	-3	0.66	74	67	1

Continued:
entry	SMILES	S1P2 ag	HUVEC inhibit	PostGolgi ctrl	S1P2 blocker	PostGolgi yeast	hDAT+cocaine	Lung fibro prol	H69AR inhibit	E coli WT exp
26	O=C(CSc1nc2c(c(=O)n1-c1ccc(F)cc1)SCC2)Nc1ccc2c(c1)OCO2	-3	92	·	13	·	-0.015	89	83	·
27	CCCS(=O)(=O)N1CCC(C(=O)c2cccc(C(F)(F)F)c2)CC1	-10	97	8	5	-9	-0.098	108	95	-6
28	Cc1ccc(CN2C(=O)CCC2C(=O)NCc2ccc(F)cc2)cc1 (configuration not stated)	-1	109	10	17	-7	-0.12	97	102	4
29	CCOC(=O)c1ccc(-c2ccc(/C=C(\C#N)C(=O)NCC3CCCO3)o2)cc1 (configuration not stated)	-6	·	-3	-25	3	-0.2	·	·	-8
30	COc1ccc(N2CCN(C(=O)CCc3nc(-c4ccc(C)cc4)no3)CC2)cc1	-2	89	10	-15	5	0.23	95	98	-5
31	O=C1Nc2ccccc2C12NCCc1c2[nH]c2ccccc12 (configuration not stated)	-5	83	-6	2	3	0.17	97	89	9
32	CCSc1nc2ccccc2n1S(=O)(=O)c1ccccc1	-1	98	-1	-18	-2	0.5	98	81	13
33	CC1=CC=CC2=NC(=O)CC(C)(C(=O)N(CC(=O)NC3CCCC3)c3ccccc3C)N12 (configuration not stated)	-4	91	0	3	-9	-0.2	98	86	-16
34	O=C(CC12CC3CC(CC(C3)C1)C2)Nc1ccc2c(c1)COC2=O	-2	97	43*	-6	-3	-0.33	98	91	-1
35	CCOC(=O)CCC(=O)N1CCOCCOCCN(C(=O)CCC(=O)OCC)CCOCC1	-4	101	1	-9	-7	-0.052	100	93	-5
36	O=C(O)Cn1c(SCCOc2ccccc2)nc2ccccc21	-7	99	-6	0	-5	-1.2	105	99	-1
37	CNC(=O)NC1CCCCc2sccc21 (configuration not stated)	-2	99	0	26	22	0.35	105	95	8
38	O=C(Nc1ccc2c(c1)OCO2)C1COc2ccccc2O1 (configuration not stated)	-10	78	-1	4	-11	0.21	100	78	9
39	CCCNC(=O)CC(NS(=O)(=O)c1ccc(Cl)cc1)c1ccco1 (configuration not stated)	-3	103	9	12	10	0.34	99	102	6
40	COCCn1c(NCc2ccccc2)nc2c1c(=O)[nH]c(=O)n2C	-3	112	5	-29	1	0.055	98	92	-4
41	CCOc1ccc(NC(=O)c2ccc(F)c(S(=O)(=O)N3CCN(c4ccccn4)CC3)c2)cc1	-3	88	19	11	-4	·	96	81	-12
42	CCCCc1ccc(S(=O)(=O)NCCc2ccncc2)cc1	-2	81	8	-2	-10	-0.12	76	103	12
43	CCCc1cc(C(=O)Nc2ccc(F)cc2F)no1	-1	117	20	-8	-2	-0.12	101	95	8
44	O=C(CN1C2CCC1CC(NC(=O)NC1CCCCC1)C2)NC1CC1 (configuration not stated)	-3	95	6	7	-8	-0.64	95	94	3
45	Cc1cccc(-n2nc([N+](=O)[O-])c(=NCc3cccnc3)n2O)c1	-5	·	0	6	3	0.076	·	·	30
46	O=C(NCc1ccccc1)NC(=O)c1ccncc1	-7	94	2	3	-3	-0.019	105	75	5
47	Cc1[nH]c2ccccc2c1SCCN	-3	96	·	-5	·	0.3	94	35*	·
48	COc1ccccc1CNC(=O)c1cccs1	1	·	5	8	14	0.21	·	·	5
49	Cc1ccc(/C=N/N2CCN(c3ccncc3S(=O)(=O)N3CCCCC3)CC2)cc1	-2	·	7	-12	6	-1.6	·	·	-2
50	CC(=O)c1cccc(NC(=O)CN2C(=O)NC3(CCCCCCC3)C2=O)c1	-4	96	-7	13	-2	-0.011	95	58	-2

Ordered by formula weight (low to high): some entries from above.
entry	SMILES	S1P2 ag	HUVEC inhibit	PostGolgi ctrl	S1P2 blocker	PostGolgi yeast	hDAT+cocaine	Lung fibro prol	H69AR inhibit	E coli WT exp
43	CCCc1cc(C(=O)Nc2ccc(F)cc2F)no1	-1	117	20	-8	-2	-0.12	101	95	8
2	CCOC(=O)c1cc2c(=O)n3cccc(C)c3nc2n(C)c1=N	·	88	2	·	3	·	77	66	17
45	Cc1cccc(-n2nc([N+](=O)[O-])c(=NCc3cccnc3)n2O)c1	-5	·	0	6	3	0.076	·	·	30
44	O=C(CN1C2CCC1CC(NC(=O)NC1CCCCC1)C2)NC1CC1 (configuration not stated)	-3	95	6	7	-8	-0.64	95	94	3

The list continues.
entry	SMILES	S1P2 ag	HUVEC inhibit	PostGolgi ctrl	S1P2 blocker	PostGolgi yeast	hDAT+cocaine	Lung fibro prol	H69AR inhibit	E coli WT exp
51	Cn1ncc(Cl)c1C(=O)Nc1ccc(Cl)cn1	0	91	·	4	·	-0.71	89	97	·
52	Cn1c(C(=O)NC2CCCCC2)cc2c(=O)n(C)c3ccccc3c21	-8	61	9	8	2	0.5	103	11*	5
53	c1ccc2c(c1)c1ccccc1n2CN1CCOCC1	1	94	·	-15	·	-0.17	97	93	·
54	O=C(O)CC(C(=O)Nc1cccc(C(F)(F)F)c1)C1CCCO1 (configuration not stated)	-8	96	14	8	-18	-0.94	97	98	4
55	CN1CCN(C(=O)c2ccc(Cl)c(S(=O)(=O)N3CCCCC3)c2)CC1	·	92	4	·	1	-0.041	90	97	-3
56	CCOC(=O)C(C)CC(C)C(=O)N1CCOCCOCCN(C(=O)C(C)CC(C)C(=O)OCC)CCOCC1 (configuration not stated)	-10	95	6	-1	7	-0.95	95	78	9
57	O=C(Oc1ccc(-c2nccc(-c3ccccn3)n2)cc1)c1cccc(C(F)(F)F)c1	-3	·	7	-25	-6	-0.72	·	·	-6
58	Cn1c(Cc2ccccc2)nnc1SCC(=O)Nc1ccc2c(c1)OCO2	-4	88	2	5	-2	0.33	98	90	6
59	FC(F)(F)c1nnc2ccc(NCn3nnc4ccccc43)nn12	-10	82	-4	-10	-4	1	88	82	5
60	Cn1c(SCC(=O)Nc2ccc(N3CCOCC3)c(Cl)c2)nnc1-c1ccccc1	-4	89	·	-10	·	-0.079	89	43	·
61	Cc1ccc2nc3c(c(N)c2c1)CCN3c1ccccc1	-10	88	17	27	6	1.9	89	73	-3
62	CCN(CC)c1ccc(N2C(=O)/C(=C/c3cccnc3)SC2=S)cc1	-7	·	2	7	9	-0.19	·	·	-18
63	COc1ccc(-n2c(Cc3cccn3C)nnc2SCC(=O)NCc2ccc(F)cc2)cc1	·	91	12	·	2	2.3	95	97	2
